TrxR1 substrate = qHTS Assay for Substrates of Mammalian Selenoprotein Thioredoxin Reductase 1 (TrxR1): qHTS. Thioredoxin reductase 1, cytoplasmic (Rattus norvegicus), O89049. purified TrxR1 substrate turnover, NADPH consumption readout. Potency, µM (series often up to 114 µM), inactives show at the highest dose activity change, negative = substrate turnover. hit rate 0.01% among 390,000. AID 588456, 2011; also: potency is read from the fitted curve at half-maximal effect; % is scaled to controls: 0 for no effect and ±100 for the full control effect; nearly all actives have a fitted effect of over 50% in size
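Rat TrxR1, dispensed at 90 nM, was prereduced with 400 uM NADPH (final) for 5 min at ~22 deg C, then incubated with compound 15 min before 400 uM selenite. A first-read NADPH fluorescence drop versus no-compound background flagged substrates.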
Glioma ERSR ind = qHTS for Inducers of the Endoplasmic Reticulum Stress Response (ERSR) in Human Glioma: qHTS; U87-MG GRP78 promoter luciferase reporter, 16 h; Potency, µM, for inactives: at the highest dose activation, most hits filed as activators; hit rate 0.02% among 420,000; AID 602332, 2012; also: potency is read from the fitted curve at half-maximal effect; series mostly up to about 76 µM; % of control where 0% means no effect; nearly all actives have a fitted effect of over 35% in size
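Stably transfected U87-MG human glioma cells carrying a GRP78-based luminescent sensor were seeded at 1000 cells/well, pin-dosed with compounds and incubated 16 h. Luciferase reagent was then added, and end-point luminescence was read after 10 min at room temperature.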
LDHA inh = qHTS assay for inhibitors of human lactate dehydrogenase; purified LDHA, NADH/diaphorase-resazurin fluorescence; stronger effect = lower value; activity change, % (values are at about 110 or 230 µM); L-lactate dehydrogenase A chain (Homo sapiens), P00338; hit rate 0.15% among 480,000; in the data active = activity change below about -30%; inconclusive = mostly about -25% to -30%;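 also: plate controls were DMSO wells for no effect and wells without enzyme for full effect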
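Remaining NADH was detected by diaphorase (0.133 mg/mL) converting 37 µM resazurin to fluorescent resorufin, read at 0 and 20 minutes. The preceding 5-minute room-temperature reaction used 2 nM LDHA, 0.2 mM sodium pyruvate and 0.06 mM NADH at pH 7.4.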
USP1-UAF1 inh = Inhibitors of USP1/UAF1: Primary Screen | recombinant USP1/UAF1, Ub-Rhodamine cleavage fluorescence | Potency, µM (titrated, usually from 57.1 µM), for the others: at the highest dose activity change, negative = inhibition, hits mostly inhibitors | hit rate 0.23% among 390,000 | AID 743255, 2014; also: potency is read from the fitted curve at half-maximal effect; % is scaled to controls: 0 for no effect and ±100 for the full control effect; nearly all actives have a fitted effect of over 60% in size; inactives centre near -12
Target sequence (O94782 whole entry, looked up): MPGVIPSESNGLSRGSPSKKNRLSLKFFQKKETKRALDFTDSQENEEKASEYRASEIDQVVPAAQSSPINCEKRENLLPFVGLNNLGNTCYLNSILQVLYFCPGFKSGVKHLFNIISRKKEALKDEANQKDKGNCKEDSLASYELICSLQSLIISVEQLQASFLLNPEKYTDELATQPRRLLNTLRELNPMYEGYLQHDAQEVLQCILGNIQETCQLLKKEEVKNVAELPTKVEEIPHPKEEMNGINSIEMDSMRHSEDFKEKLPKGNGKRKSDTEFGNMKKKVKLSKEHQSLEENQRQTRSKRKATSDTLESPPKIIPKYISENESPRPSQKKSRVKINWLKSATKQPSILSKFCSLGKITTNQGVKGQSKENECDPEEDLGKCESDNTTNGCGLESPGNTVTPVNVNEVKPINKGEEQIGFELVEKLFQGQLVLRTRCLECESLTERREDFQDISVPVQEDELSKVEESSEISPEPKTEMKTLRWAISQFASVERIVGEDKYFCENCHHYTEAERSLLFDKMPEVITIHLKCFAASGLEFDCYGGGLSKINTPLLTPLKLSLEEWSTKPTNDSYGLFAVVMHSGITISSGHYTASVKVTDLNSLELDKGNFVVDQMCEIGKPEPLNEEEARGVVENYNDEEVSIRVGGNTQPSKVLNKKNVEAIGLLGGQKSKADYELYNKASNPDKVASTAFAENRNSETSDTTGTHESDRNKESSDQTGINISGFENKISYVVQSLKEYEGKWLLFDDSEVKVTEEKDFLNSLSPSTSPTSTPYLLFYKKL
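Step one: compound is pinned into 1nM USP1/UAF1 in HEPES pH 7.8 buffer with TCEP. Step two: 15 min room-temperature incubation. Step three: Ub-Rho (150nM final) starts cleavage, tracked by fluorescence over six one-minute reads.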
mIDH1 inhibitor = qHTS for Inhibitors of mutant isocitrate dehydrogenase 1 (IDH1): qHTS; IDH1-R132H enzyme, NADPH consumption, diaphorase/resazurin fluorescence; Isocitrate dehydrogenase [NADP] cytoplasmic (Homo sapiens), O75874; Potency, µM (doses to about 76.6 µM), inactives show at the top dose activity change, negative = inhibition, usual class: inhibitors; AID 602179, 2012; hit rate 0.093% among 390,000; also: potency is read from the fitted curve at half-maximal effect; % is scaled to controls: 0 for no effect and ±100 for the full control effect; nearly all actives have a fitted effect of over 65% in size
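IDH1-R132H (0.5 ug/mL) preincubated 30 min with compound, then NADPH (0.016 mM) and alpha-KG (2 mM) added; 80 min at RT, pH 7.5. Remaining NADPH coupled via diaphorase/resazurin to fluorescence (540/590 nm); concentration-response curves normalized to no-enzyme control.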
Vif-APOBEC3G blk = qHTS for Inhibitors of Vif-A3G Interactions: qHTS. hit rate 0.076% among 410,000. AID 602310, 2012. Potency, µM (titrated, usually from 46.1 µM), inactives show at the top dose activity, negative = active, actives largely listed as inhibitors. DNA dC->dU-editing enzyme APOBEC-3G (Homo sapiens), Q9HC16. HeLa A3G-eYFP + Vif (tagged APOBEC3G with the HIV-1 protein that degrades it), YFP fluorescence, overnight;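 also: potency is read from the fitted curve at half-maximal effect; % is scaled to controls: 0 for no effect and ±100 for the full control effect; nearly all actives have a fitted effect of over 60% in size; hits raise eYFP signal because A3G escapes Vif-driven loss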
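HeLa cells stably expressing Vif and C-terminally eYFP-tagged A3G, seeded overnight at 37 deg C, then exposed to compound by pintool overnight at 37 deg C. Rise in yellow fluorescence (Ex 488/Em 500-530, Acumen) marks blocked Vif-driven A3G degradation.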
PI4K2A block = qHTS for small molecular inhibitors of PI4K2A; AID 1346378, 2018; activity change, negative = inhibition, % at 76.9 µM; purified PI4K2A, ADP-Glo luminescence, 1 h; stronger effect = lower value; hit rate 0.13% among 420,000; in the data active = activity change below about -50%; inconclusive = mostly about -30% to -49%;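 also: -100% = wells without enzyme as full effect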
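In this quantitative HTS, ADP production by PI4K2A was quantified luminescently after 1 h at ambient temperature; 100 microM adenosine served as plate-quality control.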
Vif-A3F inh = qHTS for Inhibitors of Vif-A3F Interactions: qHTS; Potency, µM (top dose mostly 46.1 µM), for inactives: at the highest dose activity, negative = active; HeLa A3F-eYFP + Vif (tagged APOBEC3F with the HIV-1 protein that degrades it), YFP fluorescence increase; AID 602313, 2012; hit rate 0.2% among 390,000; also: potency is read from the fitted curve at half-maximal effect; % of control where 0% means no effect; nearly all actives have a fitted effect of over 65% in size
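HeLa cells stably expressing A3F-eYFP plus Vif, plated and incubated overnight at 37 deg C, then exposed to compounds overnight at 37 deg C. Blocked degradation read as raised yellow fluorescence (Ex 488/Em 500-530).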
RXFP1 ag = qHTS Assay for Agonists of the Relaxin Receptor RXFP1; Relaxin receptor 1 (Homo sapiens), Q9HBX9; HEK293T-RXFP1 cAMP TR-FRET, 30 min; response scale: percent of porcine relaxin response, buffer zero; Potency, µM (titrated, usually from 57.5 µM), without a hit: at the highest dose activation, usual class: activators; hit rate 0.3% among 370,000; AID 2676, 2010; also: potency is read from the fitted curve at half-maximal effect; % is scaled to controls: 0 for no effect and ±100 for the full control effect; nearly all actives have a fitted effect of over 60% in size; many of its hits are not listed in these tables
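Agonist response is measured as cAMP accumulation in an RXFP1-transfected HEK293T line under PDE4 inhibition. Values are scaled between buffer-only and 29 nM porcine relaxin, and EC50s come from standard Hill equation fits.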
The depositor's hits bear a star; ? = inconclusive; · = not tested or not shown; & = joins results of further samples; [ ] = dose if it differs, or a comment. Unless noted, calls follow the shape of the dose curve; as a rule, active = well fitted curve in the direction sought with a large enough effect; inconclusive = small, poorly fitted or top-dose-only effect, or another doubt; inactive = no such curve, though single readings can be large; an effect the other way counts as inactive or inconclusive.

no.	Structure	Vif-A3F inh	RXFP1 ag	mIDH1 inhibitor	Vif-APOBEC3G blk	Glioma ERSR ind
1	CCOc1ncccc1C(=O)OCc1ccccc1	?	-1.8%	9%	-4%	-2%
2	COc1ccc(N2CCN(C(=O)CCNC(=O)c3ccccc3)CC2)cc1	-1%	0.7%	-6%	0%	0%
3	CCOc1ccc(OCC(=O)OCn2c(SC)nnc(C)c2=O)cc1	2%	0.2%	2%	1%	0%
4	CC(C)(C)C(=O)N1CCC(O)(CS(=O)(=O)Cc2ccccc2)CC1	-15%	-0.9%	-1%	-2%	5%
5	Cc1ccc(C2(C)NC(=O)N(CC(=O)N(C)CC(=O)Nc3cccc4ccccc34)C2=O)cc1 (stereo not drawn)	8%	-0.3%	-9%	4%	2%
6	CC(=O)NCCc1nc2cc(NC(=O)COc3cccc(C)c3)ccc2n1C	0%	0.0%	0%	-3%	4%
7	COc1ccc(/C=C2\SC(=O)N(CCC(=O)N3CCCCC3CCO)C2=O)cc1 (stereo not drawn)	-12%	2.1%	-1%	6%	-2%
8	CCOC(=O)Cc1csc(/N=C/c2c(O)n(-c3ccccc3C(F)(F)F)c(=O)c3ccccc23)n1	-1%	-0.6%	19%	-6%	-5%
9	Cc1cc(F)ccc1S(=O)(=O)Nc1ccccc1C(=O)Nc1ccccc1-c1nc2ccccc2[nH]1	-3%	8.0%	-3%	-3%	-1%
10	CCN1C(=O)[C@@H]2[C@H](C1=O)[C@@H]1C(=O)Nc3ccccc3C(=O)N1[C@@H]2c1cccc(C)c1	0%	0.8%	-2%	0%	-1%

no.	USP1-UAF1 inh	PI4K2A block	LDHA inh	TrxR1 substrate
1	-16%	0	3	-1%
2	-4%	5	-2	-2%
3	-15%	0	-7	-3%
4	-6%	-4	-9	9%[57.1 µM]
5	0%	-1	-1	-2%
6	-18%	-8	0	1%
7	-19%	-5	-7	-2%
8	-7%	0	-2	15%
9	-8%	2	-1	64%[activator]
10	-26%	-2	-4	8%[57.1 µM]

(next part)
no.	Structure	Vif-A3F inh	RXFP1 ag	mIDH1 inhibitor	Vif-APOBEC3G blk	Glioma ERSR ind
11	Fc1ccccc1NC(=S)N(CCN1CCCCCC1)Cc1cccs1	-15%	-0.7%	3%	3%	-2%
12	OC(c1ccc(F)cc1)c1nc(-c2cccs2)cs1 (stereo not drawn)	·	·	·	-1%	4%
13	CCOC(=O)c1c(NC(=O)/C=C/c2ccc(OCC)cc2)sc2c1CCC2	-3%	1.7%	15%	-1%	-1%
14	CCN1CCSc2ccc(C(=O)NCc3ccc(OC(C)C)cc3)cc21	0%	15%&23%	-1%	4%	-2%
15	COc1ccccc1OCCOCCn1cnc2ccccc2c1=O	1%	-2.4%	1%	1%	-4%
16	Cc1nc2c3cccnc3nn2c(C)c1CCC(=O)NCc1ccccc1	-4%	29%	0%	1%	-3%
17	CCN(Cc1nc(-c2ccc(OC)c(OC)c2)no1)C(=O)c1ccc2c(c1)OCO2	15%	0.2%	-5%	-1%	-4%
18	O=C(c1ccc(S(=O)(=O)c2ccccc2)cc1)N1CCCCCC1	5%	-0.1%	-11%	-1%	-4%
19	CCOc1ccc(NS(=O)(=O)c2ccc(C(=O)N3CCCC3)cc2)cc1	1%	0.2%	-10%	0%	-3%
20	O=C(Nc1cccc(Cl)c1)c1ccccc1NC(=O)C1CCCCC1C(=O)O (stereo not drawn)	-6%	0.4%	2%	1%	1%

no.	USP1-UAF1 inh	PI4K2A block	LDHA inh	TrxR1 substrate
11	-11%	-4	-6	3%
12	·	6	-4	·
13	-26%	0	-1	7%
14	-20%&3%	-1&-2	1&-5	44%[activator][57.1 µM]
15	6%	0	3	0%
16	-25%	4	0	230%[activator]
17	-15%	1	-5	11%[0.0914 µM]
18	-15%	-2	-8	1%
19	1%	-3	-4	-1%
20	-2%	1	-3	8%[57.1 µM]

Reformatted field by field: entries from further up.
14) CCN1CCSc2ccc(C(=O)NCc3ccc(OC(C)C)cc3)cc21
  Vif-A3F inh = 0% | RXFP1 ag = 15%&23% | mIDH1 inhibitor = -1% | Vif-APOBEC3G blk = 4% | Glioma ERSR ind = -2% | USP1-UAF1 inh = -20%&3% | PI4K2A block = -1&-2 | LDHA inh = 1&-5 | TrxR1 substrate = 44%[activator][57.1 µM]

15) COc1ccccc1OCCOCCn1cnc2ccccc2c1=O
  Vif-A3F inh = 1% | RXFP1 ag = -2.4% | mIDH1 inhibitor = 1% | Vif-APOBEC3G blk = 1% | Glioma ERSR ind = -4% | USP1-UAF1 inh = 6% | PI4K2A block = 0 | LDHA inh = 3 | TrxR1 substrate = 0%

16) Cc1nc2c3cccnc3nn2c(C)c1CCC(=O)NCc1ccccc1
  Vif-A3F inh = -4% | RXFP1 ag = 29% | mIDH1 inhibitor = 0% | Vif-APOBEC3G blk = 1% | Glioma ERSR ind = -3% | USP1-UAF1 inh = -25% | PI4K2A block = 4 | LDHA inh = 0 | TrxR1 substrate = 230%[activator]

17) CCN(Cc1nc(-c2ccc(OC)c(OC)c2)no1)C(=O)c1ccc2c(c1)OCO2
  Vif-A3F inh = 15% | RXFP1 ag = 0.2% | mIDH1 inhibitor = -5% | Vif-APOBEC3G blk = -1% | Glioma ERSR ind = -4% | USP1-UAF1 inh = -15% | PI4K2A block = 1 | LDHA inh = -5 | TrxR1 substrate = 11%[0.0914 µM]

New compounds follow
no.	Structure	Vif-A3F inh	RXFP1 ag	mIDH1 inhibitor	Vif-APOBEC3G blk	Glioma ERSR ind
21	COCCNc1nc(Oc2cccc(NC(C)=O)c2)c2sc(-c3ccccc3)cc2n1	·	·	·	-12%	-4%
22	NC(=O)c1cc([N+](=O)[O-])ccc1NCc1cccc2ccccc12	-9%	-0.3%	0%	0%	-4%
23	Cc1ccc(C)c(N/C(N)=N/c2nc(C)cc(C)n2)c1	2%	-2.1%	3%	0%	-4%
24	COc1ccccc1-n1cnnc1SCC(=O)c1cc(C)n(Cc2cccs2)c1C	9%	0.1%	3%	0%	5%
25	COc1ccc(OCCCC(=O)NC(C)c2ccccc2)cc1 (stereo not drawn)	4%	2.1%	7%	6%	0%
26	CCOc1ccc(NC(=O)Nc2ccc3c(c2)CCC3)cc1	-1%	-2.7%	0%	0%	-5%
27	CC1CCC(NC(=O)c2cc(C3CC3)nn2-c2ccccc2)CC1 (stereo not drawn)	0%	0.3%	8%	2%	2%
28	O=C(COC(=O)c1ccc(Br)o1)c1ccc(S(=O)(=O)N2CCCCC2)cc1	-6%	0.6%	10%	-1%	-1%
29	COc1cccc(/C=N/NC(=O)c2ccccc2NC(=O)c2ccco2)c1OC	1%	2.0%	0%	3%	3%
30	COc1ccc(NC(=O)CN(c2cccc(C(F)(F)F)c2)S(C)(=O)=O)cc1OC	2%	-1.2%	3%	-4%	-1%

no.	USP1-UAF1 inh	PI4K2A block	LDHA inh	TrxR1 substrate
21	·	5	-7	·
22	-15%	6	-1	4%
23	-13%	-3	2&-1	-9%
24	-23%	-1	1	4%
25	-24%	-14	0	0%
26	-17%	0	1	12%
27	-25%	-2	2	-7%
28	-10%	-4	0	7%
29	-10%	-5	-5	-1%
30	-10%	1	-3	5%

New compounds follow.
no.	Structure	Vif-A3F inh	RXFP1 ag	mIDH1 inhibitor	Vif-APOBEC3G blk	Glioma ERSR ind
31	CCCCn1nc(NC(=O)CC)c2cc3cc(OC)ccc3nc21	11%	2.7%	9%	-11%	3%
32	Cn1c(CCN2CCOCC2)nc2cc(NC(=O)COc3ccc([N+](=O)[O-])cc3)ccc21	-17%	3.6%	-1%	4%	-2%
33	COc1ccccc1-c1cc(C(=O)NCc2ccco2)no1	-2%	1.3%	15%	-7%	-2%
34	Cc1ccc(-c2nc3ccc(C)cn3c2Cc2ccccc2C(F)(F)F)cc1	·	·	·	-15%	-7%
35	Cc1cc(OC(C)C(=O)N(Cc2ccco2)Cc2ccccc2F)cc(C)c1Cl (stereo not drawn)	0%	-5.5%	-3%	5%	-4%
36	CCc1cccc(NC(=O)CSC2=NS(=O)(=O)c3ccccc32)c1	-14%	-1.4%	-7%	2%	-2%
37	CC1CCc2c(sc(NC(=O)Cn3nnc(-c4ccc(C(F)(F)F)cc4)n3)c2C#N)C1 (stereo not drawn)	·	-1.1%	·	·	·
38	O=C(O)c1cc(-c2ccc(/C=N/Nc3ccc(Cl)cc3)o2)ccc1Cl	1%	1.2%	13%	1%	3%

no.	USP1-UAF1 inh	PI4K2A block	LDHA inh	TrxR1 substrate
31	-4%	-1	-1	3%
32	-16%	-1	0	-6%
33	-1%	4	-7	2%[57.1 µM]
34	·	-6	6	·
35	?	-8	6	-2%
36	-6%	-8	2	3%[57.1 µM]
37	-21%	0	1	3%
38	-27%	4	-2	17%[57.1 µM]

From PubChem BioAssay

Only part of the results is shown; rates above refer to the full screens.
